Bioassay records as filed in PubChem.
TNAP Pi inh – blocks human TNAP phosphate release | 21,000 tested, under 10 active | P05186 | purified TNAP, pNPP, malachite green phosphate absorbance | inhibition, % at 20 µM
Target sequence (P05186 whole entry, looked up): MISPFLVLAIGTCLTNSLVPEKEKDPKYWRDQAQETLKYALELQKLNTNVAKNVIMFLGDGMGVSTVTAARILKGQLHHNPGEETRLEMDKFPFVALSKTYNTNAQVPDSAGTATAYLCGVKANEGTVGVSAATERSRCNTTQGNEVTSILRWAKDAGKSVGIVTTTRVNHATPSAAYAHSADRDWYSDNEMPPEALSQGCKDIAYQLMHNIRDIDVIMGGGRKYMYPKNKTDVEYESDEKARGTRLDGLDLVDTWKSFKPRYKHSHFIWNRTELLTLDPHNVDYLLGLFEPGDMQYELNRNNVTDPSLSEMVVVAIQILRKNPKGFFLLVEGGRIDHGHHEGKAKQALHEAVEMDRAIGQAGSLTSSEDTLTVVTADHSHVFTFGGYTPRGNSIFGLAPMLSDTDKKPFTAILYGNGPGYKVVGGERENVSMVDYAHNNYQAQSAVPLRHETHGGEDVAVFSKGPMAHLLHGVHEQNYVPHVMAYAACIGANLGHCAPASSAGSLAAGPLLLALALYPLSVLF
TNAP pNPP inh – inhibitors of human tissue-nonspecific alkaline phosphatase | inhibition, % at 20 µM | AID 615 | P05186 | purified TNAP, pNPP hydrolysis, absorbance 405 nm | 21,000 tested, under 10 active;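 further: 0% = DMSO only wells and 100% = 1 mM levamisole wells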
Starred values were filed as active, the others as inactive.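 How the source made its calls: active means inhibition above 50% at the 20 µM single-dose screen; inactive means the rest.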

Screening CCCCNC(=O)CCC(=O)Nc1ncc(-c2ccc(C)cc2)n1C returned TNAP Pi inh 12 and TNAP pNPP inh 5.
`CC(C)OC(=O)CSc1nnc(-c2ccc(Cl)cc2Cl)o1` gave TNAP Pi inh -2 and TNAP pNPP inh 3.
Screening CCCCCn1c(SCCc2ccccc2)nc2c1c(=O)[nH]c(=O)n2C returned TNAP Pi inh -4 and TNAP pNPP inh 6.
For COCCCN1C(=O)C(=O)/C(=C(/O)c2ccccc2)C1c1ccc(N(C)C)cc1 (centres undefined) the results were TNAP Pi inh 8 and TNAP pNPP inh 5.
Cn1c(=O)c2c(nc(Oc3ccc(-c4ccccc4)cc3)n2C)n(C)c1=O was read as TNAP Pi inh 15 and TNAP pNPP inh 0.
`O=C(CSCc1ccc(Br)cc1)N1CCOCC1` gave TNAP Pi inh 6 and TNAP pNPP inh 2.
`CCCCC(=O)Nc1ccc(Br)cc1C(=O)O` gave TNAP Pi inh 13 and TNAP pNPP inh 2.
For COc1ccc(OC)c(C(c2nnnn2Cc2ccccc2)N2CCC(C(N)=O)CC2)c1 (centres undefined) the results were TNAP Pi inh 8 and TNAP pNPP inh 3.
`OC(c1cccc(OCc2ccccc2)c1)c1nnc(-c2ccccc2)o1` (centres undefined) gave TNAP Pi inh 2 and TNAP pNPP inh 9.
Nc1c2c(nc3ccccc13)CCC2 was read as TNAP Pi inh -14 and TNAP pNPP inh 3.
Cc1nc(COC(=O)c2c(C)nn(-c3ccccc3)c2C)cs1 was read as TNAP Pi inh 3 and TNAP pNPP inh -5.
For CCn1ncc(Br)c1C(=O)Nc1ccc(Cl)cn1 the results were TNAP Pi inh -7 and TNAP pNPP inh -11.
Screening CC12CN3CCN(CC(C3)C1(O)CN1CCOCC1)C2 (centres undefined) returned TNAP Pi inh -5 and TNAP pNPP inh -4.
For COc1cccc(NC(=O)c2ccc(CN3CCOCC3)cc2)c1 the results were TNAP Pi inh 3 and TNAP pNPP inh -4.
For CC(NC(=O)c1cc(-c2ccccc2)on1)c1ccccc1 (centres undefined) the results were TNAP Pi inh 0 and TNAP pNPP inh -1.
Screening CCN1C(=O)c2cccc3c(NS(=O)(=O)c4ccc(NC(C)=O)cc4)ccc1c23 returned TNAP Pi inh -8 and TNAP pNPP inh 2.
`CN1C(=O)c2ccc(C(=O)NCc3ccccc3)cc2C1=O` gave TNAP Pi inh -1 and TNAP pNPP inh 4.
For c1ccc2c(c1)[nH]c1nc3nncn3nc12 the results were TNAP Pi inh 15 and TNAP pNPP inh 4.
For CCC1(C)CC(=O)N(c2ccc(C(=O)O)c(O)c2)C1=O (centres undefined) the results were TNAP Pi inh 4 and TNAP pNPP inh 6.
For COc1ccc(S(=O)(=O)N(C)CC(=O)Nc2cccc(C(C)=O)c2)cc1 the results were TNAP Pi inh -1 and TNAP pNPP inh 1.
CC(=O)c1cccc(NC(=O)Nc2c(C)nn(C)c2C)c1 was read as TNAP Pi inh 4 and TNAP pNPP inh 0.
C[C@@H]1C[C@H]2[C@@H]3C[C@H](F)C4=CC(=O)C=C[C@]4(C)[C@@]3(F)[C@@H](O)C[C@]2(C)[C@@]1(O)C(=O)CO was read as TNAP Pi inh 0 and TNAP pNPP inh 0.
For Cc1cccc(OCC(=O)NCCN2CCOCC2)c1 the results were TNAP Pi inh 4 and TNAP pNPP inh 7.
Screening Nc1nc(SCC(=O)N2CCc3ccccc32)[nH]c(=O)c1-c1ccccc1 returned TNAP Pi inh 18 and TNAP pNPP inh 6.
Cn1cccc1C(=O)N1CCN(c2cccc(C(F)(F)F)c2)CC1 was read as TNAP Pi inh 11 and TNAP pNPP inh 5.
`CC(=O)O[C@]1(C(C)=O)CC[C@H]2[C@@H]3C[C@H](C)C4=CC(=O)CC[C@]4(C)[C@H]3CC[C@@]21C` gave TNAP Pi inh 10 and TNAP pNPP inh 5.
CCCCn1nnnc1NCc1cccc(OC)c1OC was read as TNAP Pi inh 5 and TNAP pNPP inh 0.
Screening O=C1CCCCCN1C(=O)c1ccc(C(=O)N2CCCCCC2=O)cc1 returned TNAP Pi inh 7 and TNAP pNPP inh 5.
COc1ccccc1OCc1nc(C#N)c(N2CCC(C(N)=O)CC2)o1 was read as TNAP Pi inh 12 and TNAP pNPP inh 2.
Screening COC(=O)c1ccc(Oc2cc(C)nc(NCc3ccccc3)n2)cc1 returned TNAP Pi inh 6 and TNAP pNPP inh 2.
For Cc1ccc(NC(=O)c2cnn(-c3ccccc3)c2NC(=O)c2ccco2)cc1C the results were TNAP Pi inh -10 and TNAP pNPP inh 6.
CCNC(=O)c1cc2c(=O)n3cccc(C)c3nc2n(CCc2ccccc2)c1=N was read as TNAP Pi inh 0 and TNAP pNPP inh 0.
`CCOc1ncccc1C(=O)OCCN1C(=O)c2ccccc2C1=O` gave TNAP Pi inh 12 and TNAP pNPP inh -3.
Cc1ccc(-c2nn(CC(=O)Nc3ccc4c(c3)nc3n4CCOC3)c(=O)c3ccccc23)cc1 was read as TNAP Pi inh 5 and TNAP pNPP inh 6.
`COc1ccc(N(Cc2cc3cc(OC)ccc3[nH]c2=O)C(=O)C2CCCO2)cc1` (centres undefined) gave TNAP Pi inh -11 and TNAP pNPP inh 4.
NC(=O)c1ccc(NC(=O)CCCc2nc(-c3ccccc3Cl)no2)cc1 was read as TNAP Pi inh 9 and TNAP pNPP inh 4.
N#Cc1c(-n2cccc2/C=N/O)sc2c1CCCC2 was read as TNAP Pi inh 5 and TNAP pNPP inh 5.
For O=C(O)c1ccccc1NS(=O)(=O)c1ccccc1C(F)(F)F the results were TNAP Pi inh 10 and TNAP pNPP inh 8.
For CCCn1nnc(NC(=O)c2ccccc2Br)n1 the results were TNAP Pi inh -4 and TNAP pNPP inh 5.
For COc1cc(C(C)=O)ccc1OCC(O)CN1CCN(S(=O)(=O)c2ccccc2)CC1 (centres undefined) the results were TNAP Pi inh 6 and TNAP pNPP inh 1.
For COc1ccccc1C1/C(=C(/O)c2ccc(Cl)cc2)C(=O)C(=O)N1CCN1CCOCC1 (centres undefined) the results were TNAP Pi inh 9 and TNAP pNPP inh -1.
N#Cc1c(N)nc(SCC(=O)OCc2ccccc2)c(C#N)c1-c1ccco1 was read as TNAP Pi inh -1 and TNAP pNPP inh -16.
CCOC(=O)C(C(=O)OCC)=C1OC(=O)c2ccccc21 was read as TNAP Pi inh 6 and TNAP pNPP inh -1.
Screening O=C(c1cc2c(s1)CCCCC2)N1CCN(c2ncccn2)CC1 returned TNAP Pi inh 12 and TNAP pNPP inh 5.
Cc1ccc2cc(S(=O)(=O)NCCCC(=O)O)ccc2c1 was read as TNAP Pi inh -2 and TNAP pNPP inh 3.
For CCSc1nnc(NC(=O)C2(C)Cc3ccccc3C(=O)O2)s1 (centres undefined) the results were TNAP Pi inh 14 and TNAP pNPP inh 4.
Screening CC(C)NC(=O)Cn1c(SCC(=O)N2CCCCCC2)nc2ccccc21 returned TNAP Pi inh 5 and TNAP pNPP inh 2.
For COc1ccc(Cc2nnc(NS(=O)(=O)Cc3ccccc3)s2)cc1 the results were TNAP Pi inh 5 and TNAP pNPP inh 7.
Screening COCC(=O)N(C)C1(c2nnnn2CCOC(=O)Nc2cccc3ccccc23)CCCC1 returned TNAP Pi inh 5 and TNAP pNPP inh 1.
`CN(CC(=O)N1CCc2ccccc21)S(=O)(=O)c1ccc(Cl)cc1` gave TNAP Pi inh 18 and TNAP pNPP inh 4.
Screening COc1ccc(OC)c(CN2CCN(C(=O)c3cccc4ccccc34)CC2)c1 returned TNAP Pi inh -6 and TNAP pNPP inh 6.
`CC(=O)OCCCN1C(=O)c2ccc(Br)cc2C1=O` gave TNAP Pi inh 9 and TNAP pNPP inh 3.
`CC(C)(C#N)Nc1ccccc1` gave TNAP Pi inh 0 and TNAP pNPP inh 0.
`CSc1nnc(-c2ccc(F)cc2)o1` gave TNAP Pi inh 8 and TNAP pNPP inh 3.
Cc1ccc(-c2noc(CN3CCC(C(N)=O)CC3)n2)cc1 was read as TNAP Pi inh -22 and TNAP pNPP inh 1.
CC(=O)NC12CC3CC(C1)CC(C(=O)OCC(=O)NC(=O)c1cccn1C)(C3)C2 was read as TNAP Pi inh 0 and TNAP pNPP inh -8.
Screening CCCCSc1nn[nH]n1 returned TNAP Pi inh -5 and TNAP pNPP inh 0.
`Nc1c(NC2CCCCC2)c2ccccc2oc1=O` gave TNAP Pi inh -2 and TNAP pNPP inh -7.
For Cc1cc(=O)oc2cc(OCc3ccc(S(=O)(=O)N4CCOCC4)cc3)ccc12 the results were TNAP Pi inh 19 and TNAP pNPP inh 5.
For CN1C2C=C3C(C#N)=C(N)C(C#N)(C#N)[C@@H](c4ccc(Cl)cc4)[C@@H]3C1CC2 (some centres undefined) the results were TNAP Pi inh -18 and TNAP pNPP inh 4.
For CC(C)Cn1c2c(c(O)c(C(=O)Nc3ccc(F)cc3)c1=O)CCCC2 the results were TNAP Pi inh 10 and TNAP pNPP inh 0.
Screening Cc1ccc(CNc2ncnc3c2cnn3-c2ccccc2)cc1 returned TNAP Pi inh -19 and TNAP pNPP inh -1.
For COc1ccc2oc(=O)c(C(=O)N3CCN(c4ccccc4C)CC3)cc2c1 the results were TNAP Pi inh 3 and TNAP pNPP inh 8.
Screening CC1CCN(CCc2nc3cc(NS(=O)(=O)c4ccccc4)ccc3n2C)CC1 returned TNAP Pi inh 9 and TNAP pNPP inh 4.
For CCCCN(CCCC)C(=O)CSc1nnc2n(C)c(=O)c3c4c(sc3n12)CCCC4 the results were TNAP Pi inh 8 and TNAP pNPP inh 2.
O=C(O)C1CSC(c2ccncc2)N1 (centres undefined) was read as TNAP Pi inh 11 and TNAP pNPP inh 4.
`N=c1n(CCN2CCCCC2)c2ccccc2n1CC(O)c1cccc(Br)c1` (centres undefined) gave TNAP Pi inh 7 and TNAP pNPP inh 5.
For CCCCCOc1ccccc1C(=O)NCC(=O)O the results were TNAP Pi inh 7 and TNAP pNPP inh 2.
For COc1ccc(OCCN(C)Cc2ccccc2)cc1 the results were TNAP Pi inh 6 and TNAP pNPP inh 5.
`CCOc1ccc2nc(SCC(=O)NCc3ccco3)sc2c1` gave TNAP Pi inh 10 and TNAP pNPP inh 5.
For CCC(C)(C)n1nnnc1C(CC(C)C)N1CCC(C(N)=O)CC1 (centres undefined) the results were TNAP Pi inh 13 and TNAP pNPP inh 6.
`O=C(NC1CCN(C(=O)NC2CCCCC2)CC1)c1ccco1` gave TNAP Pi inh 4 and TNAP pNPP inh 0.
Cc1nnc2ccc(Oc3ccc(-c4ccccc4)cc3)nn12 was read as TNAP Pi inh 8 and TNAP pNPP inh -2.
COc1cc(-n2c3nc4ccccc4nc3c3c(=O)n(Cc4ccco4)cnc32)cc(OC)c1OC was read as TNAP Pi inh 7 and TNAP pNPP inh 3.
For CCc1nc(N2CCOCC2)c(C#N)c2c1CCCC2 the results were TNAP Pi inh 0 and TNAP pNPP inh 0.
`CCn1c(SCC(N)=O)nnc1-c1ccc(OC)c(OC)c1` gave TNAP Pi inh -17 and TNAP pNPP inh 5.
COC(=O)COc1ccc(S(=O)(=O)Nc2cc(OC)ccc2OC)cc1 was read as TNAP Pi inh 10 and TNAP pNPP inh 3.
For N#Cc1cc(-c2ccccc2)nn1-c1ccccc1 the results were TNAP Pi inh 1 and TNAP pNPP inh 3.
CCOC(=O)c1sc(NC(=O)CSc2nnc(C(C)C)n2CC)nc1C was read as TNAP Pi inh 12 and TNAP pNPP inh 5.
Screening CC1Cc2ccccc2N1C(=O)C1CCCN1S(=O)(=O)c1ccc(Cl)cc1 (centres undefined) returned TNAP Pi inh 7 and TNAP pNPP inh 2.
`CSCCC(NS(=O)(=O)/C=C/c1ccccc1)C(=O)N1CCC(C)CC1` (centres undefined) gave TNAP Pi inh 12 and TNAP pNPP inh 2.
CC(=O)NC1CC(C)(C)N(OC(C)=O)C(C)(C)C1 was read as TNAP Pi inh -2 and TNAP pNPP inh 2.
Screening O=C(c1ccccc1/S(=N/S(=O)(=O)c1ccccc1)N1CCOCC1)N1CCOCC1 (centres undefined) returned TNAP Pi inh 10 and TNAP pNPP inh 3.
For O=C(CN1C(=O)c2ccccc2S1(=O)=O)N1CCN(c2ccccc2)CC1 the results were TNAP Pi inh 0 and TNAP pNPP inh 0.
For CC1(C)Cc2[nH]c(=O)c(C#N)cc2CS1 the results were TNAP Pi inh 7 and TNAP pNPP inh 2.
CCCC(=O)Nc1ccc(OCC(O)CNC(C)C)c(C(C)=O)c1 (centres undefined) was read as TNAP Pi inh 7 and TNAP pNPP inh 2.
Screening COC(=O)CNC(=O)c1ccc(=O)oc1 returned TNAP Pi inh -2 and TNAP pNPP inh 4.
CC1(C)Cc2c(oc3ncn4ncnc4c23)CO1 was read as TNAP Pi inh -2 and TNAP pNPP inh 3.

Already shown: an excerpt of the list.
For CCc1nc(N2CCOCC2)c(C#N)c2c1CCCC2 the results were TNAP Pi inh 0 and TNAP pNPP inh 0.
`CCn1c(SCC(N)=O)nnc1-c1ccc(OC)c(OC)c1` gave TNAP Pi inh -17 and TNAP pNPP inh 5.
COC(=O)COc1ccc(S(=O)(=O)Nc2cc(OC)ccc2OC)cc1 was read as TNAP Pi inh 10 and TNAP pNPP inh 3.
For N#Cc1cc(-c2ccccc2)nn1-c1ccccc1 the results were TNAP Pi inh 1 and TNAP pNPP inh 3.
CCOC(=O)c1sc(NC(=O)CSc2nnc(C(C)C)n2CC)nc1C was read as TNAP Pi inh 12 and TNAP pNPP inh 5.
Screening CC1Cc2ccccc2N1C(=O)C1CCCN1S(=O)(=O)c1ccc(Cl)cc1 (centres undefined) returned TNAP Pi inh 7 and TNAP pNPP inh 2.
`CSCCC(NS(=O)(=O)/C=C/c1ccccc1)C(=O)N1CCC(C)CC1` (centres undefined) gave TNAP Pi inh 12 and TNAP pNPP inh 2.
CC(=O)NC1CC(C)(C)N(OC(C)=O)C(C)(C)C1 was read as TNAP Pi inh -2 and TNAP pNPP inh 2.
Screening O=C(c1ccccc1/S(=N/S(=O)(=O)c1ccccc1)N1CCOCC1)N1CCOCC1 (centres undefined) returned TNAP Pi inh 10 and TNAP pNPP inh 3.
For O=C(CN1C(=O)c2ccccc2S1(=O)=O)N1CCN(c2ccccc2)CC1 the results were TNAP Pi inh 0 and TNAP pNPP inh 0.
For CC1(C)Cc2[nH]c(=O)c(C#N)cc2CS1 the results were TNAP Pi inh 7 and TNAP pNPP inh 2.

Not all compounds are listed; the hit share may differ from the screen's.
